Screens (PubChem BioAssay)
ERa SRC1 inh = ER-alpha (human) coactivator binding inhibition. TR-FRET ER-alpha LBD / SRC-1 peptide, estradiol-bound. inhibition, % at 25.6 µM. actives 1.7% (n = 86,000). AID 629; in the data active = inhibition above about 50%;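 also: 0% = receptor plus peptide control and 100% = peptide only without receptor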
CYP2C19 inhib = inhibitors of human CYP2C19 | P33261 | CYP2C19 Supersomes, luciferin-H EGE luminescence, 30 min | inhibition, % at 5 µM | actives 21% (n = 96,000);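 active = CYP2C19 inhibition above a set limit at 5 µM in the primary screen, cut at about 50% in these data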;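 also: plate controls were negative control wells for no effect and 2.5 mM tranylcypromine positive control for full effect; values of inactives mirror those of a sister screen read the other way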
CYP2C19 act = activators of human cytochrome P450 2C19; activation factor at 5 µM; recombinant CYP2C19, luciferin-H EGE luminescence; stronger effect = higher value; 0 = fully inhibited enzyme, 1 = untreated enzyme; 96,000 tested, under 10 active; P33261;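 active = activation factor of at least 2 at 5 µM in the primary screen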;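 also: 0 = wells with 2.5 mM tranylcypromine and 1 = vehicle-only wells; values of inactives mirror those of a sister screen read the other way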
HUVEC prolif 384 = blocks proliferation of human endothelial cells; HUVEC proliferation, CellTiter-Glo luminescence, 72 h; stronger effect = lower value; viability, % at 10 µM (by protocol); actives 1.1% (n = 86,000); AID 648;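 active = viability at or below 30%; inactive = viability above 30%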;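 also: 100% = median luminescence of DMSO-only cell control wells on each plate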
ERa SRC1 pot = ER-alpha (human) coactivator binding potentiation | actives 1.3% (n = 86,000) | AID 639 | TR-FRET ERalpha-LBD/SRC-Cy5 coactivator binding, 2 h; 100 = basal binding, no effect | coactivator binding (% of control), % at 25.6 µM; in the data active = activity above about 200%;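 also: binding measured in presence of low estradiol as agonist stimulus; 0% = peptide alone without receptor and 100% = receptor with peptide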
Fibroblast inh = blocks proliferation of human lung fibroblasts. actives 1.1% (n = 85,000). AID 719. LL 47 human lung fibroblast viability, ATP luminescence; stronger effect = lower value. viability, % at 10 µM;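 active = viability at or below 50% in the single dose screen; inactive = viability above 50%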;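 also: compound exposure lasted 72 h before the ATP readout; 100% = median luminescence of untreated cell-only wells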
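Test system: LL 47 human lung fibroblasts / Incubation: 72 h compound exposure at 37 °C after overnight plating / Technique: luminescent ATP detection, CellTiter-Glo / Compound dosing: 0.1% DMSO in all compound wells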
H69AR inhibit = blocks growth of human H69AR lung tumor cells; H69AR lung tumor viability, ATP luminescence, 72 h; stronger effect = lower value; viability, % at 10 µM; actives 6% (n = 85,000); AID 598;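 active = viability at or below 40%; inactive = viability above 40%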;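 also: multidrug resistant small cell line overexpressing MRP-1 efflux transporter; 100% = mean luminescence of untreated control wells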
Mac1 fbg inh = CD11b/CD18-fibrinogen binding inhibition. P05107+P11215. K562 CD11b/CD18 adhesion to fibrinogen, ATPlite luminescence; Mn2+ added to activate the integrin. inhibition, % at 10 µM. actives 0.54% (n = 93,000). AID 1497;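 active = primary inhibition of 50% or more at 10 µM, then 40% or more on retest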; also: some results filed as inactive read as strong as hits
Target sequence (P05107 whole entry, looked up, other chains not shown): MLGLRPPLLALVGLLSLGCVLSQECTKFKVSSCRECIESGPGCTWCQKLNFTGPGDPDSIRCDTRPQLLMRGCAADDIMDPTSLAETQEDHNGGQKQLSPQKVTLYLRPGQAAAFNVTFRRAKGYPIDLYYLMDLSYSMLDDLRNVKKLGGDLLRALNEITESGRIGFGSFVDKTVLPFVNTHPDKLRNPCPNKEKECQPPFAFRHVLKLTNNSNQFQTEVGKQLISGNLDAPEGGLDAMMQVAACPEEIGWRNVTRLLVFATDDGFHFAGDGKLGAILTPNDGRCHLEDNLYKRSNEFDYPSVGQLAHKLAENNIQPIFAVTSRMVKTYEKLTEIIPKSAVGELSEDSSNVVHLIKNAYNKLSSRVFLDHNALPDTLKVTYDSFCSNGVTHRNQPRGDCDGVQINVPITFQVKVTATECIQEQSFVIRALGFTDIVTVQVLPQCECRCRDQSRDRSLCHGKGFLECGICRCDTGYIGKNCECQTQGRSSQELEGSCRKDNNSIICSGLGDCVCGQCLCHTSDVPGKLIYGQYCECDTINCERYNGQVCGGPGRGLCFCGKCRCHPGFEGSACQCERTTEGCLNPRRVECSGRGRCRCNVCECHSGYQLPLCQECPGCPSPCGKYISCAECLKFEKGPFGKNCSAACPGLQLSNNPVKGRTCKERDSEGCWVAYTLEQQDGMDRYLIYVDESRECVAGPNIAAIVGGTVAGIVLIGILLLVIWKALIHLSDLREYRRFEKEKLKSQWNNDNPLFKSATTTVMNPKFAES
Mac1 fbg enh = enhancers of human CD11b/CD18 binding to fibrinogen. K562 CD11b/CD18 adhesion to fibrinogen, ATPlite luminescence. activation, % at 10 µM. actives 0.07% (n = 93,000). AID 1499;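 active = 10 µM primary screen giving 50% or more activity, confirmed by 40% or more on retest at that dose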; also: strong numbers were not always called active
Starred values were filed as active, the others as inactive; . = no result given; [ ] = another dose, or the depositor's remark.

SMILES	ERa SRC1 inh	CYP2C19 inhib	CYP2C19 act	HUVEC prolif 384	ERa SRC1 pot	Fibroblast inh	H69AR inhibit	Mac1 fbg inh	Mac1 fbg enh
CCC(CC)C(=O)Nc1cccc(C(=O)N2CCOCC2)c1	-9.5	-9.3	1.1	96.2	117.6	101.5	90.6	16.5	1.1
CCOC(=O)C1Cc2cc3c(cc2C1=O)CC(C(=O)OCC)C3=O (stereo not drawn)	7.2	-3.1	1	110.5	76.7	102.7	19.8*	-4.5	-2.6
CC(c1ccccc1)n1cc(C(=O)NCCN2CCOCC2)nn1 (stereo not drawn)	-5.4	.	.	91.3	101.7	107.4	95.6	.	.
Cc1c(Cl)cccc1N1CC(C(=O)Nc2nccs2)CC1=O (stereo not drawn)	-8.1	38.4	0.6	100.5	110.7	109.5	90.1	1.3	-1.9
COCCCNC(CC(=O)Nc1ccccc1C(=O)OC)C(=O)O (stereo not drawn)	-5.5	.	.	105.3	117.7	98.0	93.9	.	.
CC1=CC(c2ccccc2)n2nc(NS(=O)(=O)c3ccc(C)cc3)nc2N1 (stereo not drawn)	.	-7.5	1.1	.	.	.	.	-20.7	-4.6
CC(C(=O)N1CCN(C)CC1)N1C(=O)c2ccccc2C1=O (stereo not drawn)	-8.7	1.3	1	81.6	108.8	89.3	99.2	-7.5	-3.2
CCOC(=O)c1ccc2c(c1)NC(=O)C(N1CCN(c3ccc(OC)cc3)CC1)S2 (stereo not drawn)	-6.0	-13.7	1.1	68.3	104.0	46.1*	30.5*	-2.2	36.1
OCCNc1nc(N2CCN(Cc3ccccc3)CC2)nc2ccccc12	2.2	24.9	0.8	77.3	105.7	93.3	79.9	-8.9	-1.1
CCc1ccc(N2CC34C=CC(O3)C(C(=O)OC(C)C)C4C2=O)cc1 (stereo not drawn)	-4.8	.	.	96.0	138.7[fluorescence artefact?]	93.8	98.3	.	.
CCOC(=O)N1CCN(CCC(=O)c2ccc(Cl)cc2)CC1	-6.2	36.9	0.6	87.0	112.5	85.0	77.8	8.6	-1.9
Cc1ccc(Nc2ncnc3sc(C)c(C)c23)cc1	-7.7	.	.	75.8	96.2	78.2	70.1	.	.
CC1CN=C(N(C(=O)Nc2ccccc2)c2ccc(S(=O)(=O)N3CCOCC3)cc2)S1 (stereo not drawn)	0.6	7.2	0.9	85.3	105.8	98.2	63.2	24.4	0.9
O=c1oc2ccccc2n1CCc1ccccc1	3.2	86.1*	0.1	86.8	107.9	101.2	94.4	-33.0	6.3
Cc1ccc(S(=O)(=O)N2CCOCC2)c(C)c1-n1cnnn1	-13.0	-8.6	1.1	93.3	123.7	98.7	92.7	-6.4	-3.7
CCOC(=O)c1ccc(NC(=O)CSc2nc(C)cc(=O)[nH]2)cc1	89.6*	9.1	0.9	93.2	24.4[fluorescence artefact?]	97.1	99.8	-2.1	1.9
Cc1ccc(S(=O)(=O)N(C)Cc2nc(-c3ccncc3)no2)cc1	-8.4	92.4*	0.1	97.1	111.5[fluorescence artefact?]	98.8	93.3	-23.7	4.3
Cc1cc(NC(=O)Cn2c(C)nc3ccccc3c2=O)ccc1Br	19.5	38.4	0.6	84.3	265.4*	89.8	86.7	0.7	17.3
CCOc1ccc(N2CC(C(=O)Nc3ccccc3F)CC2=O)cc1 (stereo not drawn)	-5.3	16.2	0.8	94.0	104.4	92.7	88.3	-24.6	-3.7
CCCCNC(=O)CSc1nc2n[nH]c(C)c2c(=N)n1-c1cccc(Cl)c1C	-1.2	.	.	80.8	131.9	91.7	15.5*	.	.
CC(=O)N1CN(S(=O)(=O)c2ccc(C)cc2)CC1C (stereo not drawn)	-4.8	29.7	0.7	106.5	105.4	100.6	97.9	-30.7	-1.2
CCOC(=O)c1nn(-c2ccc(OC)cc2)c(=O)c2c(N)scc12	-1.0[fluorescence artefact?]	-1.9	1	84.6	93.5[fluorescence artefact?]	94.6	93.2	-2.9	-0.7
O=C(c1ccco1)N1CCN(C(=O)C2CCN(S(=O)(=O)c3cccs3)CC2)CC1	-7.0	1.4	1	93.8	104.1[fluorescence artefact?]	94.2	79.8	-20.6	-2.6
c1ccc(-c2nnc3ccc(N4CCC5(CC4)OCCO5)nn23)cc1	-38.3	9.8	0.9	93.8	102.5	95.1	43.6	-9.5	-1.9
CC(C)CC(=O)c1c[nH]c(C(=O)NCCCn2ccnc2)c1	.	40.9	0.6	.	.	.	.	4.4	8.3
CC(=O)N=C(N)Sc1nc2ccccc2[nH]1	-4.2	.	.	99.6	100.1	105.9	90.8	.	.
CCOC(=O)N1CCC(NC(=O)CCC(=O)c2ccccc2)CC1	-5.7	31.0	0.7	98.1	96.5	108.2	89.7	-22.7	-1.0
CCc1nn(-c2cc(Cl)ccc2OC)c2c1C(=O)CCC2	-5.5	34.3	0.7	76.5	115.9	85.6	22.2*	7.3	-5.0
CCOC(=O)c1ccc(Nc2nc(C)cc(=O)[nH]2)cc1	8.6[fluorescence artefact?]	19.3	0.8	95.9	105.9	111.9	88.4	-12.1	9.6
Cn1c(CN2CCCCC2)nc2cc(NC(=O)c3ccc(F)cc3)ccc21	-7.4	22.8	0.8	96.4	107.6[fluorescence artefact?]	88.8	77.8	18.6	-2.5
COC(=O)C1=C(C)N(CCc2ccc(OC)c(OC)c2)C(=O)/C1=C\N(C)C	-1.3	13.8	0.9	97.0	98.5	99.3	97.7	2.5	-4.2
COc1ccc(S(=O)(=O)N(C)CC(=O)Nc2ccccc2C(F)(F)F)cc1	-24.9	81.4*	0.2	90.8	103.2	103.2	94.3	10.9	-0.9
CCOc1ccccc1N(CC(=O)Nc1ccccc1C(=O)OC)S(C)(=O)=O	.	14.5	0.9	.	.	.	.	-7.3	-0.2
CCOc1cc(N2CCOCC2)c(OCC)cc1NC(=O)CCC1CCCC1	-4.5	4.2	1	103.1	119.2	103.9	98.3	1.9	-4.2
COc1ccc(NS(=O)(=O)c2cccc(-c3nnc4n3CCCCC4)c2)cc1	1.3	43.7	0.6	98.9	105.4	97.2	87.1	-4.1	-0.7
O=C(NCc1ccc(F)cc1)c1ccc(CS(=O)(=O)Cc2ccc(F)cc2)o1	6.3	48.4	0.5	98.6	101.9	.	100.2	-3.5	-3.6
Oc1ccc(/C=N/n2c3ccccc3c3ccccc32)cc1	.	19.7	0.8	.	.	.	.	-4.9	2.8
CC1CCCC(C)N1CC(O)COCC1COc2ccccc2O1 (stereo not drawn)	.	16.2	0.8	.	.	.	.	4.0	2.7
CN1CCN(C(=O)c2ccc3c(=O)n(CCc4ccccc4)c(=S)[nH]c3c2)CC1	-0.9	.	.	79.1	97.8	83.8	68.6	.	.
CCOc1ccc(-c2nc(-c3cccnc3)no2)cc1	-9.8	.	.	119.7	104.5	97.7	104.0	.	.
O=C(c1cn(-c2ccccc2)nc1-c1cccs1)N1CCN(c2ccccc2)CC1	4.0	96.3*	0	53.1	142.3	75.4	10.6*	14.3	1.6
Cc1cccc(OC(=O)c2ccc3nccnc3c2)c1	11.0	7.0	0.9	83.7	90.5	99.0	102.5	-8.9	-3.0
O=C1Nc2ccccc2/C1=N\c1sc2c(c1C(=O)Nc1ccccc1)CCCC2	11.7[fluorescence artefact?]	.	.	77.8	54.8[fluorescence artefact?]	105.4	54.7	.	.
OC1(Cc2ccn[nH]2)CCCCC1	-9.3	1.0	1	27.7*	128.3	104.3	101.6	-12.6	-2.8
CN(C)C=Nc1ncc2c([nH]c3ccccc32)c1C#N	-5.7[fluorescence artefact?]	63.1*	0.4	59.2	122.8	88.9	69.2	14.8	-0.6
COc1cccc(OC)c1C(=O)Nc1cc(C)on1	-0.1	5.1	0.9	105.7	111.7[fluorescence artefact?]	106.6	43.8	.	.
S=c1[nH]nc(-c2ccc(Cl)cc2)n1Cc1ccccc1	-0.1[fluorescence artefact?]	.	.	103.2	59.4	99.2	76.7	.	.
O=C(Nc1cc(Cl)ccc1N1CCOCC1)c1cnccn1	-5.6	.	.	93.2	114.6	86.8	87.6	.	.
CC(=O)Nc1ccc(S(=O)(=O)Oc2ccc(/C=N/NC(=O)c3ccc(Cl)cc3)cc2)cc1	.	4.8	1	.	.	.	.	0.4	2.2
CC(C)(C)NC(=O)CN(C(=O)C1CSC(=O)C1)c1ccc2c(c1)OCCO2 (stereo not drawn)	-6.4	-7.4	1.1	97.5	99.3	100.8	100.0	1.7	-2.2

Next entries follow:
SMILES	ERa SRC1 inh	CYP2C19 inhib	CYP2C19 act	HUVEC prolif 384	ERa SRC1 pot	Fibroblast inh	H69AR inhibit	Mac1 fbg inh	Mac1 fbg enh
CC(=O)N(Cc1ccccc1)c1ncc2c(n1)c(=O)c(C#N)c1ccccn12	3.5	-6.7	1.1	97.0	108.3	103.3	98.5	-1.4	3.0
Nc1c(C(=O)OCC2CCCO2)c2nc3ccccc3nc2n1C1CCCCC1 (stereo not drawn)	-3.5	6.7	0.9	84.1	116.8[fluorescence artefact?]	92.9	57.1	-12.7	-1.7
O=C(NC1CCCC1)C1CCCN1S(=O)(=O)c1cccc2cccnc12 (stereo not drawn)	-7.8	59.3*	0.4	106.2	112.5	101.0	97.5	-14.2	9.0
Nn1c(SCC(=O)Nc2ccc(F)cc2F)nnc1-c1cccnc1	-4.2	0.7	1	90.6	115.9	99.0	.	9.1	-3.5
CCCCCn1c(CN2CC(C)OC(C)C2)nc2c1c(=O)n(C)c(=O)n2C (stereo not drawn)	-3.6	1.8	1	98.0	88.5	100.4	92.0	-44.0	-3.4
Cc1c(C(=O)OCC2CCCO2)[nH]c2c1C(=O)CC(c1ccc(N(C)C)cc1)C2 (stereo not drawn)	-1.7	20.7	0.8	82.9	123.6	100.8	56.5	12.5	-3.0
COc1ccc(C(=O)CN2C(=O)NC(C)(c3ccccc3)C2=O)cc1OC (stereo not drawn)	6.1	1.1	1	91.7	101.4	101.6	96.6	12.6	-1.2
